Menin MLL FP TR: displaces Texas Red mutant MLL peptide from human menin; O00255; Menin + Texas Red MLL mutant peptide, fluorescence polarization; Potency, µM (series often up to 61.6 µM), for the others: top-dose FP activity change, negative = inhibition, hits mostly inhibitors; 0.23% of 270,000 active; AID 1768; active = well fitted inhibition curve with a large enough effect in the polarisation, with a control signal flat, not every such curve was filed as active; inconclusive = small, poorly fitted or top-dose-only effect, or effect the other way, or a change in a side signal; inactive = no such curve, though single readings can be large or run the other way; the % refers to the polarisation; note: potency is the fitted concentration of half-maximal effect; % of control where 0% means no effect; many of its hits are not listed in these tables
Giardia kill: kills Giardia lamblia. Giardia lamblia trophozoite viability. activity change, % at 7.66 µM, hits read low. 0.15% of 340,000 active; in the data active = activity change below about -80%; inconclusive = between about -30% and that limit;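 note: parasites exposed to compound for two days anaerobically before the ATP read; % is set by controls: 0 for no effect and ±100 for the full control effect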
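Trophozoites 100 cells/well + cpd; 48 hrs, 37 deg C, anaerobic. ATPLite 1-Step added, 15-30 min RT, luminescence read (ATP-based viability).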
GALK inhibitor: galactokinase (human) inhibition | Purified GALK, Kinase-Glo residual ATP luminescence | Potency, µM (doses to about 57.5 µM), inactives show top-dose activity change, negative = inhibition, hits mostly inhibitors | 0.007% of 270,000 active; note: potency is the fitted concentration of half-maximal effect; % is set by controls: 0 for no effect and ±100 for the full control effect
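5 nM enzyme, 35 uM ATP, 100 uM galactose, 20 mM HEPES pH8.0, 5 mM MgCl2; 1 h RT; residual ATP by Kinase-Glo Plus luminescence, qHTS format.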
PKM2 act: increases activity of human pyruvate kinase M2. Potency, µM (doses to about 57.5 µM), inactives show at the highest dose activation, hits mostly activators. purified PKM2, Kinase-Glo ATP luminescence, activation; response scale: 0% is enzyme alone, no compound. AID 1631. 0.34% of 260,000 active. P14618; note: potency is the fitted concentration of half-maximal effect; % is set by controls: 0 for no effect and ±100 for the full control effect; nearly all actives have a fitted effect of over 55% in size
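Purified hPK-M2 (>95%) run at intermediate activity with 0.1 mM ADP and 0.5 mM PEP in 50 mM imidazole pH 7.2, KCl, MgCl2; 1 h room temperature. ATP formed read by Kinase-Glo luminescence; normalized to uninhibited and no-enzyme controls.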
USP2a inh: blocks human ubiquitin-specific protease USP2a. AID 463254. USP2 core, Ub-CHOP2 coupled fluorogenic reporter, 485/531. Potency, µM (highest dose often 38.3 µM), for the others: at the highest dose activity change, negative = inhibition, most hits filed as inhibitors. O75604. 0.01% of 330,000 active;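 note: potency is the fitted concentration of half-maximal effect; plate controls were DMSO wells for no effect and full inhibition by NEM control for full effect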
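Cell-free coupled assay: 10nM USP2 core preincubated 30min RT with compound in Tris-HCl pH 8.0/CaCl2/CHAPS buffer, then 25nM Ub-CHOP2 and 25nM reporter substrate; fluorescence (Ex 485/Em 531) read after 60min RT, normalized to NEM inhibition, concentration-response curves fitted.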
CXXC DNA block: inhibitors of human MLL CXXC domain-DNA interaction; Q03164; MLL-CXXC / FITC-HOXA9 DNA fluorescence polarization; Potency, µM (doses to about 115 µM), for the others: at the top dose activity change, negative = inhibition, most hits filed as inhibitors; 0.037% of 290,000 active; AID 2662; active = well fitted inhibition curve with a large enough effect in the polarisation, with a control signal flat, not every such curve was filed as active; inconclusive = small, poorly fitted or top-dose-only effect, or effect the other way, or a change in a side signal; inactive = no such curve, though single readings can be large or run the other way; the % refers to the polarisation; note: potency is the fitted concentration of half-maximal effect
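Fluorescence polarization: 7 uM MLL-CXXC (stock) preincubated 5 min with compounds, then 50 nM fluorescein-HOX-A9 DNA (stock) added; 30 min ambient. Buffer 50 mM Tris-HCl pH 7.5, 50 mM NaCl, 1 mM DTT, 0.05% BSA.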
FBPA coupling cs: coupling enzyme interference in Giardia aldolase counter-screen | coupling enzyme system counterscreen, AmpLite Red fluorescence | activity change, negative = inhibition, % at 58.2 µM, hits read low | 0.67% of 290,000 active; in the data active = activity change below about -30%; note: % is set by controls: 0 for no effect and ±100 for the full control effect
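First, compound is pin-transferred into glyceraldehyde-3-phosphate coupling-enzyme reagent at 57.5 uM final and held 10 min at RT. Next, substrate, coupling system and AmpLite Red are added. After 20 min RT, fluorescence (525/598 nm) is read.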
KCNH2 3.1 block: inhibitors of human KCNH2 3.1 potassium channel isoform. activity change, % (tested at about 1.8 µM). 0.95% of 340,000 active. U2OS KCNH2 3.1, thallium flux FluxOr; hits give low values. AID 720553;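 active = maximum activity change below -70%; inconclusive = maximum activity change from -70% to -50%; inactive = maximum activity change above -50%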;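 note: thallium influx rate constant from kinetic fluorescence after stimulation buffer; % is set by controls: 0 for no effect and ±100 for the full control effect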
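Thallium flux via FluxOr fluorescence (Red40 quencher, 45 min loading) in U2OS cells virally expressing the KCNH2 3.1 isoform (1.77 x 10^8 /mL virus, overnight at 37 C). Rate constants from 2-min kinetic reads post-stimulation, normalised to positive and negative controls.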
KCNH2 WT inh: inhibitors of human wildtype KCNH2 potassium channel | 0.37% of 340,000 active | Q12809 | activity change, % at 1.84 µM | U2OS, BacMam KCNH2, thallium flux FluxOr; hits give low values;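 active = maximum activity change below -70%; inconclusive = maximum activity change between -70% and -50%; inactive = maximum activity change above -50%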; note: % is set by controls: 0 for no effect and ±100 for the full control effect
Target sequence (Q12809 whole entry, looked up): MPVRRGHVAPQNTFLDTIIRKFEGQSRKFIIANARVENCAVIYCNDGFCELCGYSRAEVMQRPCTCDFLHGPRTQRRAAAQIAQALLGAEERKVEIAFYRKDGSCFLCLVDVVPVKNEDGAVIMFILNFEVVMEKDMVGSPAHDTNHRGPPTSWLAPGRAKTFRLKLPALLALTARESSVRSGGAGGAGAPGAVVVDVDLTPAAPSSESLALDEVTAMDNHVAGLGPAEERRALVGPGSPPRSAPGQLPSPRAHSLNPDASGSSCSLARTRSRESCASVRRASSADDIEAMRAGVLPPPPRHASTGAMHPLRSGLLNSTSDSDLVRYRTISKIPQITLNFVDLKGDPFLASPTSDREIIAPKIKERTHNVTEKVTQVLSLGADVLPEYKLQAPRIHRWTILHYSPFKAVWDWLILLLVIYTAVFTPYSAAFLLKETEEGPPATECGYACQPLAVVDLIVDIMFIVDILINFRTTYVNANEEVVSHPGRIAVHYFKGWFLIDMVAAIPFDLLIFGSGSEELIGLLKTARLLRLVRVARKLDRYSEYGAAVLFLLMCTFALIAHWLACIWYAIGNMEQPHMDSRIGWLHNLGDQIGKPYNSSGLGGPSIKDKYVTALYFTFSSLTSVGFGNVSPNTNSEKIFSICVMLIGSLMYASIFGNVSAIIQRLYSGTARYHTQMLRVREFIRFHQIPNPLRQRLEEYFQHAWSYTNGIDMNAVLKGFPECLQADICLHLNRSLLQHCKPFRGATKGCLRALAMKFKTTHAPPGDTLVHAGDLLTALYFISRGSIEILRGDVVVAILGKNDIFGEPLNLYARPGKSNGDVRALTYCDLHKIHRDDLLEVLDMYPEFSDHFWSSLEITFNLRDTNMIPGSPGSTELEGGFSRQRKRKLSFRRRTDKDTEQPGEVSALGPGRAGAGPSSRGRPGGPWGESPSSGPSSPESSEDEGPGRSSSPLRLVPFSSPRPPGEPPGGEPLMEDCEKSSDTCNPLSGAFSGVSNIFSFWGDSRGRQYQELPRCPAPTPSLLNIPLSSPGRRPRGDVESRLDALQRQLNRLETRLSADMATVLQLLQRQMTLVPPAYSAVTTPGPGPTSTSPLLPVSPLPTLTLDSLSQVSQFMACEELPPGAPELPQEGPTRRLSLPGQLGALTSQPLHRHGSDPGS
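U2OS cells were transduced with wild-type KCNH2 virus (2.03 x 10^8 / mL) for 4 h at room temperature, then cultured overnight at 37 C. Thallium flux was read with FluxOr dye. Rate constants were normalized to DMSO controls.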
TRPV1 ag: human TRPV1 agonism | Q8NER1 | TRPV1-expressing cells, Fluo-8 calcium influx, agonist mode | activation, % at 8.33 µM | 0.19% of 320,000 active | AID 540275; in the data active = activation above about 80%; inconclusive = between about 30% and that limit; note: 0% is about no effect
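Cells expressing TRPV1 were dye-loaded with Fluo-8 and read kinetically: 10 s baseline, 3 min after compound (agonist portion), then 2 min after EC20 capsaicin (allosteric enhancer portion). Calcium-bound dye fluorescence at 480/520 nm.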
B2AR arrestin: recruits beta-arrestin to the human beta2-adrenergic receptor; P07550; Potency, µM (series often up to 46.1 µM), for the others: top-dose activation, hits mostly activators; 0.02% of 330,000 active; beta-arrestin recruitment to beta2AR, cell-based reporter;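 note: potency is the fitted concentration of half-maximal effect; 0% = DMSO controls and full agonism = EC100 isoproterenol or metaproterenol; nearly all actives have a fitted effect of over 65% in size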
Numbers without * were called inactive; ? = inconclusive; · = no result given; & = joins results of further samples; [ ] = dose if it differs, or a comment. Unless noted, calls come from the whole dose curve; as a rule, active = well fitted curve in the direction sought with a large enough effect; inconclusive = small, poorly fitted or top-dose-only effect, or another doubt; inactive = no such curve, though single readings can be large; an effect the other way counts as inactive or inconclusive. Some of the compounds tested (hit frequency here may not be typical).

SMILES | Menin MLL FP TR | Giardia kill | GALK inhibitor | PKM2 act | USP2a inh | CXXC DNA block | FBPA coupling cs | KCNH2 3.1 block | KCNH2 WT inh | TRPV1 ag | B2AR arrestin
CCC(=O)Nc1cccc(NC(=S)NC(=O)c2ccccc2)c1 | 4% | ? | 3% | 0% | 1% | 6% | 2 | -16 | -6 | -1 | -0.1%
O=C(O)c1ccc(OCCCCCCOC2CCCCO2)cc1 (stereo not given) | ? | 15 | 1% | · | 2% | 13% | 11 | -1 | -6 | 4 | 0.4%
CC1CCCN(C(=O)CCc2nnc(-c3ccc4c(c3)OCO4)o2)C1 (stereo not given) | · | -2 | -1% | -3% | -3% | 7% | · | 8 | 2 | 3 | 0.3%
C=CCNc1oc(-c2cccs2)nc1S(=O)(=O)c1ccccc1 | -4% | 30 | 1% | 0% | -1% | -22% | -1 | 7 | -15 | 0 | -0.4%
COc1ccc(-c2csc(NC(=O)c3ccc(OCC(=O)N4CCOCC4)c(OC)c3)n2)cc1 | 2% | -7 | 0% | -5% | -2% | 0% | -4 | -15 | 4 | 2 | 1.8%
Cc1cccnc1NC(=O)CNC(=O)c1sc2ccccc2c1Cl | · | -8 | · | · | -1% | · | · | 3 | 0 | -3 | 0.2%
CCCCCCC(=O)N1C/C=C\C(c2ccc(OC)cc2)N(Cc2ccc(F)cc2)C(=O)C1 (stereo not given) | 6% | -1&8 | -3% | 6% | 5% | 0% | 2&1 | · | · | 24 | -0.8%
CN(C)c1nc(NCc2ccccc2)nc(SCC(N)=O)n1 | -22% | -14 | -4% | 3%[11.5 µM] | -1% | 3% | 4 | -36 | -5 | 1 | -0.2%
O=C(Cc1ccc([N+](=O)[O-])cc1)Nc1ccc2c(c1)C(=O)NC2=O | 21% | 0 | 2% | -3% | 4% | 7% | 1 | -7 | 8 | -5 | 0.3%
COc1cc(CNS(=O)(=O)c2ccc3c(c2)CC(C)N3C(C)=O)cc(OC)c1OC (stereo not given) | -5% | 7 | -4% | · | 1% | 58% | -2 | 4 | 7 | -4 | -0.2%
Nc1nc2n(n1)C(c1cccc(Br)c1)CC(c1ccccc1)N2 (stereo not given) | 4% | -26 | 0% | 4% | 0% | -3% | 3 | 5 | 5 | 3 | -0.8%
O=C(O)c1n[nH]c2c1CCCCC2 | 0% | 10 | 4% | 17% | 4% | -1% | 0 | 7 | 11 | 7 | 0.1%
CCOC(=O)N1CCC(N2C(=O)c3ccc(C(=O)O)cc3C2=O)CC1 | 10% | -9 | -1% | 0% | 1% | 5% | 1 | 5 | 12 | 0 | 0.1%
O=C(OCC1CC(c2ccccc2)=NO1)c1ccc(Cl)cc1 (stereo not given) | ? | -5 | 1% | -3% | 0% | -11% | · | 4 | 8 | 13 | -0.8%
CS(=O)(=O)c1ccc(C(=O)OCC(=O)Nc2cccc(S(=O)(=O)N3CCCC3)c2)cc1 | · | -19 | · | · | 1% | · | · | -22 | -2 | 2 | 0.3%
Cn1c(=O)c2c(nc(N3CCN(c4ccc([N+](=O)[O-])cc4)CC3)n2C)n(C)c1=O | · | -1 | 0% | -1% | -1% | -1% | -2 | ? | -36 | -2 | 1.0%
O=[N+]([O-])c1ccc(N2CCN(S(=O)(=O)c3ccccc3)CC2)cc1N1CCc2ccccc2C1 | -11% | -4 | 1% | 0% | 2% | 2% | 0 | -3 | 2 | 0 | 0.0%
Cc1cc(S(=O)(=O)N2CCCC2)ccc1OCC(=O)Nc1ccccc1 | · | -2 | -7% | -2% | -2% | -4% | · | -7 | 33 | 15 | -0.1%
Cc1cc(-c2nnc3n2N=C(c2ccccc2Br)CS3)n[nH]1 | · | 8 | 3% | -3% | 5% | -13% | 2 | 17 | -2 | 3 | 3.6%
CCOC(=O)N1CCN(C(=O)c2cc(S(=O)(=O)N3CCc4ccccc43)ccc2OC)CC1 | · | 6 | · | · | -1% | · | · | 8 | 3 | -2 | 0.3%
CC1CCc2sc(C(=O)NN=C3CCC(c4ccccc4)CC3)cc2C1 (stereo not given) | -8% | -21 | 4% | -20% | 0% | 9% | -3 | 19 | · | -1 | -0.9%
COc1ccc(N2CCN(Cc3cc(=O)oc4cc5c(cc34)CCCC5)CC2)cc1 | -3% | -6 | 0% | 1% | -2% | 6% | -1 | -1 | -3 | 3 | 0.2%
COc1cccc(CNC(=O)COC(=O)c2c(NC(C)=O)sc(C)c2C)c1 | · | 0 | · | · | 1% | · | · | -21 | 4 | · | -0.3%
C=CCNc1nc(NCc2ccco2)nc(OCC)n1 | -1% | 2 | -3% | -3% | 2% | -7% | 5 | -8 | -4 | 1 | 0.1%
O=C(c1ccc(N2CCOCC2)cc1)N1CCCC(Nc2ccccc2)C1 (stereo not given) | -18% | 24 | 2% | · | -2% | -1% | 2 | -3 | 0 | 13 | -0.2%
SMILES | Menin MLL FP TR | Giardia kill | GALK inhibitor | PKM2 act | USP2a inh | CXXC DNA block | FBPA coupling cs | KCNH2 3.1 block | KCNH2 WT inh | TRPV1 ag | B2AR arrestin
COCCNc1nnc(SCC(=O)Nc2cc(C)on2)s1 | · | 13 | · | · | 2% | · | · | 17 | -22 | 0 | 0.1%
OC(CNCC1CCCCC1)COc1ccccc1 (stereo not given) | -11% | -14 | -2% | -8% | 3% | 3% | 1 | -8 | 0 | 2 | 0.2%
CS(=O)(=O)c1ccc(Cl)c(NC(=O)C2CC(=O)N(c3ccc4c(c3)OCCO4)C2)c1 (stereo not given) | · | -6 | -4% | -5% | 0% | 4% | · | · | -12 | -3 | 0.2%
COC(=O)[C@]1(C)N[C@H](CN(C)C(=O)C2CCCCC2)[C@@H]2C(=O)N(Cc3ccccc3)C(=O)[C@@H]21 | · | -8 | · | · | 1% | · | · | -50 | -4 | · | -1.2%
CC(C)c1ccc(NC(=O)Cn2nnc(C(=O)NCc3ccco3)c2N)cc1 | 44%[activator] | ? | 11% | · | 1% | 6% | 6 | 6 | 7 | 27 | -0.3%
O=S(=O)(CCN1CCOCC1)c1ccccc1 | 43%[activator] | 21 | -1% | · | -6% | 8% | -1 | 9 | -10 | -2 | -0.2%
COc1cc(OC)c(NC(=O)CN(C)S(=O)(=O)c2ccc(-c3ccc(=O)[nH]n3)s2)cc1Cl | · | 0 | 6% | · | -1% | 17% | · | -15 | 6 | ? | 0.1%
CC(NC(=O)/C(=C/c1ccc(OC(F)F)cc1)c1ccccc1)c1ccccc1 (stereo not given) | -9% | -6 | 0% | -3% | 2% | ? | 1 | -9 | -5 | 28 | -0.3%
N#Cc1cc2c([nH]c1=S)CCCC2 | -1% | -10 | · | -21% | -2% | -7% | -3 | 4 | -3 | -1 | -2.5%
C/C(=N\Nc1cccc(C(=O)O)c1)c1ccc2c(c1)Nc1ccccc1S2 | · | -1 | -3% | 3% | 2% | -3% | -5 | -9 | 3 | 19 | -1.1%
Cc1cc(C)c(C#N)c(Nc2ccccc2Cl)n1 | -7% | -6 | 5% | -10% | -2% | -5% | 0 | -2 | -18 | 10 | 0.1%
O=C(c1ccccn1)N1CCCC(N2CCN(c3cccc(C(F)(F)F)c3)CC2)C1 (stereo not given) | -16% | 5 | 0% | · | 4% | -8% | -2 | -8 | 18 | -5 | -0.5%
N#C/C(=C\c1ccccc1O)C(=O)Nc1cccnc1 | · | 10 | 5% | 13% | 0% | -10% | -1 | -7 | 1 | -23 | 0.4%
CC(C)N1C(=O)S/C(=C/c2ccc3c(c2)n(C)c(=O)n3C)C1=O | -8% | -9 | -3% | 3% | 1% | -18% | 1 | -11 | -7 | 6 | 0.6%
Cc1c(NC(=O)CSc2nnnn2C)c(=O)n(-c2ccccc2)n1C | 11% | -1 | · | 2% | 3% | -3% | 2 | 6 | 3 | -3 | 0.1%
Cc1ccc2c(c1)N(CC(=O)NCc1cccs1)C(=O)C(C)O2 (stereo not given) | -10% | -16 | · | 0% | 2% | -6% | 3 | 4 | -6 | 5 | -0.6%
CC1CC(=O)C2=C(C1)Nc1ccccc1SC2c1ccc(F)cc1 (stereo not given) | -10% | -17 | 1% | 1% | -1% | 9% | -7 | -2 | -12 | ? | 0.2%
Cc1cccc(-c2cc(=O)c(C(=O)O)cn2-c2ccc(F)cc2F)c1 | · | 12 | 1% | -2% | 5% | -4% | 9 | 7 | 2 | -2 | -0.8%
FC(F)(F)c1ccc(-n2cn[nH]c2=S)cc1 | · | -1 | · | -1% | 1% | 0% | 0 | 2 | -1 | 4 | -1.3%
O=C(c1ccc2c(Cl)c3c(nc2c1)CCCC3)N1CCC(N2CCCCC2)CC1 | -1% | -1 | · | -4% | 1% | 8% | 5 | -19 | 1 | 8 | -0.4%
COc1ccccc1N1CCN(C(=O)c2cc(C(=O)N3CCN(c4ccccc4OC)CC3)cc([N+](=O)[O-])c2)CC1 | -20% | 9 | · | -2% | -2% | -5% | -1 | 3 | -3 | -1 | -0.7%

Source: PubChem BioAssay
